High-throughput results from PubChem BioAssay.
ARNT TACC3 PPI – disruptors of ARNT/TACC3 protein interaction, primary screen, biochemical, AlphaScreen, single concentration; Transforming acidic coiled-coil-containing protein 3 (Homo sapiens), Q9Y6A5; AID 623870, 2012; inhibition, % at 9.99 µM; AlphaScreen His-ARNT PAS-B/GST-TACC3 binding, luminescence; TACC3 fragment carries E629A point mutation; actives 0.66% (n = 390,000);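 active = mean inhibition of replicates at least 50% and at least half of replicates each reaching 50%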;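 note: 0% = complete ARNT plus TACC3 wells and 100% = ARNT alone without TACC3; many hits fall short of the cut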
SIRT5 inh – SIRT5 desuccinylase inhibitors, primary screen, biochemical, fluorescence imaging, single point, set 5. NAD-dependent protein deacylase sirtuin-5, mitochondrial (Homo sapiens), Q9NXA8. Purified SirT5, succinyl-peptide AMC, trypsin-coupled fluorescence. inhibition, % at 15 µM. actives 1.1% (n = 330,000); in the data active = inhibition above about 15%
Target sequence (Q9NXA8 whole entry, looked up): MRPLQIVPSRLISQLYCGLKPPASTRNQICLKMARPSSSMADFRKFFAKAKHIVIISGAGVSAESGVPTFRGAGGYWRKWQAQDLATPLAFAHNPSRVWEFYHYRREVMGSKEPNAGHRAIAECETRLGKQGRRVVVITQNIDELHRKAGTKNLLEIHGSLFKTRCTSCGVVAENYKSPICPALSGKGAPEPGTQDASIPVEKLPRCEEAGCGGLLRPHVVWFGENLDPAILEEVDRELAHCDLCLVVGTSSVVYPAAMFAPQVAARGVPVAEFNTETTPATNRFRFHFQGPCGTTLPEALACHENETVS
miR-122 sensor – miR-122 Renilla sensor signal increase in Huh7, primary screen, miR-122 inhibitor project, cell-based, single point, plate reader. Huh7 miR-122 Renilla luciferase sensor, 48 h; neutral wells = 0, positive control = 100. activation (reporter increase), % at 12.5 µM. actives 0.3% (n = 340,000). AID 602342, 2012;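 active = mean replicate activation score at least 90 and every replicate individually at or above 90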;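 note: higher luciferase means less miR-122 activity so hits act as miR-122 inhibitors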
Cneo AK release – Cryptococcus neoformans cell lysis inducers, primary screen, AK release luminescence, single concentration; C. neoformans lysis, adenylate kinase release luminescence, 4 h; normalised: neutral wells 0, clomiphene wells 100; lysis activity, % at 15 µM; actives 0.2% (n = 360,000);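 active = mean lysis activity across replicates of at least 80%, whatever share of replicates individually reach that level; inactive = mean lysis activity below 80%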
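Assay system: C. neoformans cells. Amount: yeast cell density of 5 × 10^6 cells/mL. Technique: AK luminescence. Buffer or medium: YPD. Times: static 4 h at 37 °C with compound, 1 h detection. Dosing: single-point compound dose. Read-out: lysis from increased AK signal.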
ERp5 block – inhibitors of ERp5-driven insulin aggregation, primary screen, biochemical, turbidity, absorbance 650 nm, single point; Protein disulfide-isomerase A6 (Homo sapiens), Q15084; 90 min; inhibition, % at 9.99 µM; actives 0.05% (n = 350,000); AID 651711, 2012;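 active = mean replicate inhibition above about 25%, with every replicate also reaching it, limit read from the data, passing the limit was not always enough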
Target sequence (Q15084 whole entry, looked up): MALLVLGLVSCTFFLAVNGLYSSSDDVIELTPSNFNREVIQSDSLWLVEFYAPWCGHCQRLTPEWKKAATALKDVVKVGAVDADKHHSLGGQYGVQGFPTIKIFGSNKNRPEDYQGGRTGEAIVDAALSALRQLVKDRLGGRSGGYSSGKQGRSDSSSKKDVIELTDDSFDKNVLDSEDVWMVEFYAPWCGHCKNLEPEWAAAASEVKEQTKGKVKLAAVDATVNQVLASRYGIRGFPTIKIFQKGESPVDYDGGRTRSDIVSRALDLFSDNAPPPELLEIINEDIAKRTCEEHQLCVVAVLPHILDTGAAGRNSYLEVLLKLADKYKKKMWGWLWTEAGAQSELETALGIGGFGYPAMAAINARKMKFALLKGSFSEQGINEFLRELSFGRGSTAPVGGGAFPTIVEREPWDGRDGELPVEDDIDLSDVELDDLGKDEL
Statin myotox sup – suppressors of statin myotoxicity in C2C12 myotubes, primary screen, cell-based, single point, plate reader | actives 0.78% (n = 330,000) | rescue of ATP level, % at 7.49 µM | C2C12 myotubes + simvastatin, ATP luminescence, 48 h; scaled: DMSO 0, geranylgeraniol control 100;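 active = mean ATP rescue above about 67%, or every replicate alone reaching that limit, limit read from the data, passing the limit was not always enough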;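 note: myotubes were challenged with 10 µM simvastatin during compound exposure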
esBAF inh – Bmi1 luciferase reporter increase in mESCs, primary screen, esBAF inhibitor project, mouse ES cells, Bmi1 luciferase knock-in, single point | 24 h; 100% = twice the neutral-well signal | reporter increase, % at 12.5 µM | actives 2% (n = 350,000); in the data active = activation above about 40%;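 note: 0% = median of the plate's neutral control wells and 100% = double that signal; a rise in the Bmi1 reporter signal indicates esBAF inhibition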
An asterisk follows results filed as active; / = not tested or not shown; & = joins results of further samples; [ ] = another dose, or the depositor's remark.

SMILES	ARNT TACC3 PPI	SIRT5 inh	miR-122 sensor	Cneo AK release	ERp5 block	Statin myotox sup	esBAF inh
O=C(C1CCCC1)N1C[C@H]2[C@@H](c3ccccc31)[C@@H](CO)N2C(=O)c1cccnc1	-4	-2	4[16.7 µM]	-3	4	-17	-1
C[C@@H]1CN([C@@H](C)CO)C(=O)c2cc(C#CCC3CCCC3)cnc2O[C@H]1CN(C)Cc1ccccn1	11	0	0[16.7 µM]	12	1	13	0
O=[N+]([O-])c1ccccc1S(=O)(=O)n1cnc2ccccc21	4	3	-1	/	-8	/	/
CCC(=O)N(C)C[C@@H]1Oc2ncc(-c3ccc(C#N)cc3)cc2C(=O)N([C@H](C)CO)C[C@H]1C	-8	-7	-6[16.7 µM]	-3	3	7	-3
CN(C)C(=O)C(=O)c1cccn1-c1ccccc1C#N	-10	/	-5	-1	/	-2	-11
Nc1cc(C(=O)c2ccccc2)ccc1[N+](=O)[O-]	14	0	-7	/	-1	5	4
COc1ccc(S(=O)(=O)N[C@H]2CC[C@H](CCn3cc(-c4ccccc4F)nn3)O[C@@H]2CO)cc1	5	-4	/	0	1	7	6
Cc1cc(C)nc(-n2nc(C)c(Sc3ccc(F)cc3)c2N)n1	-11	-1	-6	3	-4	-7	137*
CCCCNc1nc(CC(C)=O)ns1	-1	/	-1	2	/	-2	5
O=S(=O)(Nc1nc2ccccc2nc1NCc1ccco1)c1ccc(F)cc1	-27	7	2	/	-2	1	3
O=c1cnnc(Nc2ccc(Nc3ccccc3)cc2)[nH]1	2	8	/	/	4	/	/
CN(CC(=O)Nc1ccccc1Br)C(=O)c1ccccc1OCc1ccccc1Cl	-1	1	-9	0	0	3	-5
O=c1sc(Nc2ccccc2)nc2ccccc12	4	-3	/	/	3	/	/
O=C(NCCN1CCOCC1)c1cc(-c2ccccc2Cl)nc2ccccc12	-1	1	-1	1	2	9	-9
COCCNC(=O)CCc1nnc(C2(c3ccc(Cl)cc3)CCC2)o1	-3	-1	/	/	0	/	/
NC(=O)C1(N2CCCCC2)CCN(C(=O)c2cc(COc3c(F)cccc3F)on2)CC1	/	/	-6	0	-2	-8	-3
O=C(NCCc1csc(-c2ccc(C(F)(F)F)cc2)n1)c1cccs1	0	-3	4	-4	5	-25	-10
Cc1nc2ccc3nc(NC(=O)c4ccco4)sc3c2s1	-1	/	-4	-6	/	24	32
O=C(O)c1ccc(NC(=O)c2cn(-c3ccccc3)nc2-c2ccccc2)cc1	-7	4	1	/	4	-7	34
C[C@H](CO)N1C[C@H](C)[C@H](CN(C)Cc2ccc(C(=O)Nc3ccccc3N)cc2)Oc2ccc(NC(=O)C3CC3)cc2C1=O	/	/	19[16.7 µM]	45	1	18	-12
CCOCC(=O)NC1CCc2cc(OC(=O)COCC)c(OC)c(OC)c2-c2ccc(SC)c(=O)cc21 (stereo unspecified)	0	/	32	/	-6	-23	-1
CCCn1c(=S)[nH]c2ccccc2c1=O	3	-1	/	/	1	/	/
CCOCCCNC(=O)c1ccc2nc(-c3ccc(OC)c(OC)c3)c(-c3ccc(OC)c(OC)c3)nc2c1	-7	-3	/	-2	2	2	-3
Cc1nn(CC(=O)N2CCN(c3ccccc3)CC2)c(C)c1[N+](=O)[O-]	23	0	4	-2	3	2	-3
COc1ccc(NC(=O)N(C)C[C@@H]2OCCCC[C@H](C)Oc3ccc(NS(=O)(=O)c4c(C)noc4C)cc3C(=O)N([C@@H](C)CO)C[C@@H]2C)cc1	-3	/	-9[16.7 µM]	1	/	37	10
CCc1nc2ccc(C(=O)Nc3ccc4c(c3)OCC(=O)N4)cn2c1N(CC)Cc1cccc(Br)c1	/	/	-6	-2	-7	0	-48
CCN(C[C@H]1[C@H](c2ccccc2)[C@H](CO)N1C(=O)COC)S(C)(=O)=O	8	2	-50[16.7 µM]	14	-2	1	-1
O=C(Cc1ccccn1)N1[C@H](CO)[C@H]2c3ccccc3NC[C@H]21	-2	-1	0[16.7 µM]	2	-2	-8	-1
Cc1ccc(-c2ccc3c(c2)O[C@H](CN(C)C(=O)C2CCC2)[C@H](C)CN([C@H](C)CO)S3(=O)=O)cc1	3	5	-24[16.7 µM]	-3	-3	-15	2
Cc1cc(C)cc(NS(=O)(=O)c2csc(C(N)=O)c2)c1	-10	-3	/	/	3	5	-4
CCC(=O)Nc1nnc(/C=C/c2ccc(OC)cc2)s1	-8	-5	/	/	2	/	/
CO[C@@H](CN(C)S(=O)(=O)c1ccc(F)cc1)[C@@H](C)CN(Cc1ccccc1Cl)[C@@H](C)CO	1	12	/	20	0	-23	-6
CCOc1ccc(Nc2cc(C)c3ccccc3n2)cc1	-3	0	4	-5	0	-12	46*
C[C@@H]1CCCCO[C@@H](CN(C)C(=O)Nc2ccc3c(c2)OCO3)[C@@H](C)CN([C@H](C)CO)C(=O)c2cc(NC(=O)Nc3ccc4c(c3)OCO4)ccc2O1	5	17*	10[16.7 µM]	-2	1	/	21
C/C(=N\NC(=O)c1nnn(-c2nonc2N)c1CN1CCC(C)CC1)c1ccc(Br)cc1	/	/	2	2	0	2	0
COc1cccc(C(=S)N2CCCC2)c1OC	1	-5	-4	1	2	-2	0
CCOC(=O)C1=C(COC(=O)c2sccc2C)NC(=O)NC1C (stereo unspecified)	-1	-2	/	0	-6	1	-6
O=C(c1cccs1)N(Cc1cc2ccccc2[nH]c1=O)CC1CCCO1 (stereo unspecified)	-6	1	1	-3	3	4	2
C[C@@H]1CN([C@@H](C)CO)C(=O)c2cccc(NC(=O)c3nc4ccccc4s3)c2O[C@H]1CN(C)C(=O)Nc1ccccc1	/	1	33[16.7 µM]	3	1	22	0
C=CCC(=O)N1CCC(n2nccc2NC(=O)CCOc2ccccc2)CC1	/	-2	/	1	-1	4	2

Retrieved one by one from above, two records:
SMILES	ARNT TACC3 PPI	SIRT5 inh	miR-122 sensor	Cneo AK release	ERp5 block	Statin myotox sup	esBAF inh
Cc1nn(CC(=O)N2CCN(c3ccccc3)CC2)c(C)c1[N+](=O)[O-]	23	0	4	-2	3	2	-3
CCOC(=O)C1=C(COC(=O)c2sccc2C)NC(=O)NC1C (stereo unspecified)	-1	-2	/	0	-6	1	-6

Carrying on.
SMILES	ARNT TACC3 PPI	SIRT5 inh	miR-122 sensor	Cneo AK release	ERp5 block	Statin myotox sup	esBAF inh
O=C(N[C@@H]1CC[C@@H](CCNS(=O)(=O)c2ccc(F)cc2)O[C@@H]1CO)C1CC1	1	0	/	-4	-1	-7	6
O=C1/C(=C/c2ccc([N+](=O)[O-])cc2)CCC1C1CCCC1 (stereo unspecified)	26	-1	7	0	1	6	15
COc1ccccc1Oc1coc2cc(OC(=O)N3CCOCC3)ccc2c1=O	2	/	-16	1	/	-1	-1
O=C(Nc1ccc(S(=O)(=O)Nc2ncccn2)cc1)c1ccccc1Cl	-2	3	2	-2	1	7	0
C[C@@H]1CN([C@H](C)CO)C(=O)Cc2cc(NC(=O)CCC(F)(F)F)ccc2O[C@@H]1CN(C)S(=O)(=O)c1ccccc1	6&1	-4	-6[16.7 µM]	6&3	-5	3&19	5&4
Cc1nn2c(-c3ccc(Cl)cc3)nnc2s1	10	/	5	-2	/	7	9
CNC(=O)C[C@@H]1CC[C@@H]2[C@H](COC[C@@H](O)CN2Cc2ccc(C(F)(F)F)cc2)O1	10	-1	-3[16.7 µM]	-1	1	15	4
CCS(=O)(=O)N1Cc2ccccc2CC1C(=O)N(C)CC(=O)Nc1ccc(F)c(F)c1F (stereo unspecified)	-1	-4	/	8	1	5	3
CCOC(=O)c1cc(-c2ccco2)nc2c1c(C)nn2-c1cccc(Cl)c1	9	/	-11	1	/	-5	-18
CN(C(=O)CSc1nnc(-c2c[nH]c3ccccc23)n1C1CC1)C1CCS(=O)(=O)C1 (stereo unspecified)	-2	-7	0	-1	-6	-3	-2
CO[C@@H]1CN(C)C(=O)c2cc(NC(=O)Nc3ccccc3F)ccc2OC[C@@H](C)NC[C@@H]1C	/	12	-15[16.7 µM]	3	4	-5	2
O=C(NNc1cccc(Cl)n1)Nc1ccc(F)cc1	0	5	-4	-1	-3	18	1
CO[C@@H]1CN(C)C(=O)c2cc(NS(C)(=O)=O)ccc2OC[C@H](C)N(CC2CC2)C[C@H]1C	-4	7	/	1	-1	1	3
C[C@@H]1CN([C@@H](C)CO)C(=O)c2cc(NC(=O)c3ccncc3)ccc2O[C@@H](C)CCCCO[C@@H]1CN(C)C(=O)CCC(F)(F)F	-2	/	11[16.7 µM]	-7	/	/	-3
COC(=O)Nc1c(C)n(C)n(-c2ccccc2)c1=O	-14	/	-18	0	/	6	1
C[C@@H]1CCCCO[C@@H](CN(C)S(C)(=O)=O)[C@@H](C)CN([C@H](C)CO)C(=O)c2cc(NC(=O)Nc3ccc(C(F)(F)F)cc3)ccc2O1	-11	2	5[16.7 µM]	1	15	/	3
CC(=O)N1C[C@H]2CON(C)[C@H]2C[C@H]1c1cccc(-c2ccccc2C)c1	-4	0	-2	1	-8	0	2
Clc1ccc(-c2cnc3cccnn23)cc1	/	/	3	-1	0	0	50*
Clc1cccc(OCc2nc(-c3ccncc3)n[nH]2)c1	-1	0	/	/	-2	/	/
O=c1cc(CO)oc(CN2CCN(CCO)CC2)c1O	4	/	0	3	/	2	5
CCc1ccc(N/C(SCc2cccc(F)c2)=C(/C#N)C(=O)NCc2ccco2)cc1	-6	/	0	-3	/	37	2
COc1ccc(CN(C)C[C@@H]2Oc3ccc(NC(=O)NC(C)C)cc3CC(=O)N([C@H](C)CO)C[C@H]2C)cc1	-6	5	-1[16.7 µM]	1	4	6	3

5 entries from above, bar-delimited:
SMILES | ARNT TACC3 PPI | SIRT5 inh | miR-122 sensor | Cneo AK release | ERp5 block | Statin myotox sup | esBAF inh
CCc1ccc(N/C(SCc2cccc(F)c2)=C(/C#N)C(=O)NCc2ccco2)cc1 | -6 | / | 0 | -3 | / | 37 | 2
CO[C@@H]1CN(C)C(=O)c2cc(NC(=O)Nc3ccccc3F)ccc2OC[C@@H](C)NC[C@@H]1C | / | 12 | -15[16.7 µM] | 3 | 4 | -5 | 2
CNC(=O)C[C@@H]1CC[C@@H]2[C@H](COC[C@@H](O)CN2Cc2ccc(C(F)(F)F)cc2)O1 | 10 | -1 | -3[16.7 µM] | -1 | 1 | 15 | 4
C[C@@H]1CN([C@H](C)CO)C(=O)Cc2cc(NC(=O)CCC(F)(F)F)ccc2O[C@@H]1CN(C)S(=O)(=O)c1ccccc1 | 6&1 | -4 | -6[16.7 µM] | 6&3 | -5 | 3&19 | 5&4
O=C(NNc1cccc(Cl)n1)Nc1ccc(F)cc1 | 0 | 5 | -4 | -1 | -3 | 18 | 1

Profiles, quoted from the list:
Profile of `O=c1cc(CO)oc(CN2CCN(CCO)CC2)c1O` = ARNT TACC3 PPI: 4; SIRT5 inh: /; miR-122 sensor: 0; Cneo AK release: 3; ERp5 block: /; Statin myotox sup: 2; esBAF inh: 5
Profile of `CC(=O)N1C[C@H]2CON(C)[C@H]2C[C@H]1c1cccc(-c2ccccc2C)c1` = ARNT TACC3 PPI: -4; SIRT5 inh: 0; miR-122 sensor: -2; Cneo AK release: 1; ERp5 block: -8; Statin myotox sup: 0; esBAF inh: 2

Some of these compounds in order of molar mass, largest number first.
SMILES	ARNT TACC3 PPI	SIRT5 inh	miR-122 sensor	Cneo AK release	ERp5 block	Statin myotox sup	esBAF inh
CCS(=O)(=O)N1Cc2ccccc2CC1C(=O)N(C)CC(=O)Nc1ccc(F)c(F)c1F (stereo unspecified)	-1	-4	/	8	1	5	3
O=C(N[C@@H]1CC[C@@H](CCNS(=O)(=O)c2ccc(F)cc2)O[C@@H]1CO)C1CC1	1	0	/	-4	-1	-7	6
O=C(Nc1ccc(S(=O)(=O)Nc2ncccn2)cc1)c1ccccc1Cl	-2	3	2	-2	1	7	0
